PMI act: increases human mannose-6-phosphate isomerase activity; P34949; purified human PMI, coupled resazurin fluorescence, 20 min; active compounds read high; 1 = vehicle control, 0 substrate-free wells; activation factor at 20 µM; 190,000 compounds, 0.005% hits; AID 1214;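 active means activation factor of 2 or more at 20 µM, relative to plate controls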
Target sequence (P34949 whole entry, looked up): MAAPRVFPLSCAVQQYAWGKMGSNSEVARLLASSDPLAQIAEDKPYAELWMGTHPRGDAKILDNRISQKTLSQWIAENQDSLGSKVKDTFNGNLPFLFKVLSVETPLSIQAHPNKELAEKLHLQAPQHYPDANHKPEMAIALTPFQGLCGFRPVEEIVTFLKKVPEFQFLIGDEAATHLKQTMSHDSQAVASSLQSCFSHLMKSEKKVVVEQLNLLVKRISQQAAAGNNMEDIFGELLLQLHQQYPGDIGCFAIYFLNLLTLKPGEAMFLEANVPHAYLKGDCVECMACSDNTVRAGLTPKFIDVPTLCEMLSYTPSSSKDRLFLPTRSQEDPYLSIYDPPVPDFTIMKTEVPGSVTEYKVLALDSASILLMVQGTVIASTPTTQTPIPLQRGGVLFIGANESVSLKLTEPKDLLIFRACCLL
Diaphorase inh: diaphorase inhibition or chemical oxidation counter-screen; diaphorase resazurin-to-resorufin fluorescence, NADH, 16 min; bacterial (C. kluyveri) enzyme, not human; 190,000 compounds, 0.69% hits; inhibition, % at 20 µM;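 active means primary screen inhibition at 20 µM above a set limit, cut at about 50% in these data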;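 further: plate controls were DMSO with full reaction for no effect and wells lacking NADH for full effect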
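Assay system – diaphorase enzyme from Clostridium kluyveri · Amount – diaphorase 0.14 U/mL (working solution) · Times – reaction incubation of 16 min at room temperature · Controls – No-NADH positive control and DMSO neutral control · Signal – resorufin fluorescence 544/590 nm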
TNAP inh no acc: blocks human TNAP activity with no phosphate acceptor present | P05186 | purified TNAP, CDP-star luminescence, 30 min | inhibition, % at 20 µM | 200,000 compounds, 0.26% hits | AID 1012;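 active means tissue-nonspecific alkaline phosphatase inhibition above about 50% at 20 µM in the single-dose screen, limit read from the data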;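 further: 0% = DMSO negative control and 100% = EDTA positive control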
Target sequence (P05186 whole entry, looked up): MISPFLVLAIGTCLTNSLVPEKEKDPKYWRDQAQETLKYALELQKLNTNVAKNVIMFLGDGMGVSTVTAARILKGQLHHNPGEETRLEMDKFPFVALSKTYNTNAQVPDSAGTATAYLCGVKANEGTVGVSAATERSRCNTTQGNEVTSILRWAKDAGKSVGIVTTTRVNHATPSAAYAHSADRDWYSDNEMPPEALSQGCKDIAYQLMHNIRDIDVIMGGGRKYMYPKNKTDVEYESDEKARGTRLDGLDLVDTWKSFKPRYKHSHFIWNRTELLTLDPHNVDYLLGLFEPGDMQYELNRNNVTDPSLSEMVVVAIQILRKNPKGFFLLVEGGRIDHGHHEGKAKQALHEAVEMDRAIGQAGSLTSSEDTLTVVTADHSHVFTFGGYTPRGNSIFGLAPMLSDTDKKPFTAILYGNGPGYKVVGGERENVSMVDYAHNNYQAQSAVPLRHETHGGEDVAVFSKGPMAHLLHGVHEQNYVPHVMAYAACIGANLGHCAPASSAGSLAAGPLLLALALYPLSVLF
PMI act hi M6P: activators of human phosphomannose isomerase at near-saturating mannose 6-phosphate; activation factor at 20 µM; 190,000 compounds, 0.34% hits; coupled PMI enzyme assay, resazurin fluorescence, 20 min; active compounds read high; 1 = untreated enzyme, 0 = substrate-free blank; P34949;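 active means activation factor of 2 or more at 20 µM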
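test system = human PMI in coupled enzyme assay | medium = HEPES-buffered pH 7.4 with magnesium and detergent | also added = 1.0 mM mannose-6-phosphate substrate with 0.22 mM NADP+ | compound = 20 µM single dose | times = 20 min incubation at room temperature | measured by = resorufin fluorescence (Ex 544/Em 590 nm) from resazurin via diaphorase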
Diaphorase act: activates diaphorase or chemically reduces, flagging diaphorase assay artifacts; Diaphorase/resazurin coupled assay, resorufin fluorescence, 16 min; active compounds read high; 1 = vehicle wells, 0 = NADH-free wells; activation factor at 20 µM; 190,000 compounds, 0.005% hits; AID 1229;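 active means diaphorase activity raised at least twofold by the compound at 20 µM; inactive means activation factor below 2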
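Measured by – red resorufin fluorescence at 544/590 nm excitation/emission · Test system – Clostridium kluyveri diaphorase, purified enzyme · Incubation – reaction time 16 min, room temperature · Buffer or medium – 50 mM HEPES pH 7.4 with 4.542 mM MgCl2, 0.005% Tween 20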
bIAP activator: intestinal alkaline phosphatase (bovine) activation; purified bovine IAP, CDP-star luminescence, 30 min; active compounds read high; fold of DMSO-control signal, blank-subtracted; activation factor at 20 µM; 200,000 compounds, 0.17% hits;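 active means activation factor of 2 or more at 20 µM, a signal rise over negative controls twice the positive control's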
L major viab: Leishmania major promastigote growth inhibition; Leishmania major promastigotes, resazurin fluorescence viability; inhibition, % at 10 µM; 200,000 compounds, 9% hits; AID 1063; in the data active means inhibition above about 50%;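 further: promastigotes grown with compound for 44 hours at 28 °C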
TNAP act hiacc: increases human TNAP activity under high phosphate acceptor concentration; P05186; purified TNAP, CDP-star luminescence, 1 M DEA, 30 min; active compounds read high; 0 = EDTA background, 1 = DMSO-only activity; activation factor at 20 µM; 200,000 tested, under 10 active; AID 1136;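 active means activation factor at least 2 at 20 µM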
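Measured by: Luminescent substrate turnover signal | Test system: Human TNAP | Input: TNAP 1/800 final | Dosing: 20 µM single point | Schedule: 30 min, room temperature | Controls: EDTA wells as negative control, DMSO wells as positive control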
bIAP inhibitor: intestinal alkaline phosphatase (bovine) inhibition | purified bovine IAP, CDP-star luminescence, 30 min | AID 1019 | inhibition, % at 20 µM | 190,000 tested, under 10 active;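 active means over 50% inhibition of intestinal alkaline phosphatase at 20 µM in the single-dose screen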
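test system = bovine IAP enzyme | medium = DEA buffer 100 mM, pH 9.8, with MgCl2 1.0 mM, ZnCl2 0.02 mM | detection = luminescence | dosing = single compound dose of 20 µM, 2% DMSO final | incubation = 30 min reaction at room temperature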
TNAP inh hiacc: blocks human TNAP under high phosphate acceptor concentration; 200,000 compounds, 0.03% hits; P05186; purified TNAP, CDP-star luminescence, 1 M DEA; inhibition, % at 20 µM;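 active means over 50% inhibition of tissue-nonspecific alkaline phosphatase at 20 µM in the single-dose screen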;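 further: plate controls were DMSO wells for no effect and EDTA-quenched wells as full inhibition for full effect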
The depositor's hits bear a star.

SMILES	PMI act	Diaphorase inh	TNAP inh no acc	PMI act hi M6P	Diaphorase act	bIAP activator	L major viab	TNAP act hiacc	bIAP inhibitor	TNAP inh hiacc
Cc1nn(C)c(Cl)c1CN1CCC(CO)(CCOc2ccccc2)CC1	0.9	12	-9	0.9	0.9	1	72*	1.1	-4	-9
CCOC(=O)Cc1c(C)nc2cc(-c3ccc(Cl)cc3)[nH]n2c1=O	0.8	7	-4	0.9	0.9	1	-9	1	3	-4
COc1ccc2nc(NCc3ccccc3)[nH]c2c1	0.9	4	-7	1	1	1.5	26	1	-47	0
COc1cccc(C(=O)COc2cccc(NC(=O)c3ccco3)c2)c1	0.9	28	-2	0.8	0.7	0.9	40	1	8	-1
CCOC(=O)C1CCN(C(=O)COc2ccc([N+](=O)[O-])cc2)CC1	1.1	-14	-6	1.1	1.1	1	1	1	1	0
O=C(/C=C/c1ccc(Cl)cc1)NC(=S)Nc1ccc(N2CCOCC2)c(Cl)c1	0.9	11	9	1.1	0.9	1	7	1	0	2
O=C(CN1C(=O)/C(=C/c2ccccc2)SC1=S)Nc1ncc(Cc2ccccc2)s1	0.9	6	-3	1	0.9	0.9	-3	1	7	1
COc1ccccc1NC(=S)NNC(=O)c1c(Cl)c(C)nn1C	1	-6	-14	1	1.1	1.3	-2	1	-29	1
CCOC(=O)c1[nH]c(C)c(C(=O)OCC(=O)N2CCCCC2C)c1C (stereo unspecified)	1	-12	-7	1.1	1.1	1.1	1	1.1	-6	-6
O=C1CCCN1CC(O)CS(=O)(=O)c1ccc(Cl)cc1 (stereo unspecified)	0.9	17	-13	0.9	0.8	1	-6	1.1	0	-6
Cc1nn(-c2ccccc2)c2c1C1(C(=O)N3c4c(cccc41)C(C)CC3(C)C)C(C#N)=C(N)O2 (stereo unspecified)	0.7	25	-4	0.8	0.7	0.9	-1	1	6	-2
CC(OC(=O)CCc1nc2ccccc2c(=O)[nH]1)C(=O)NC1CCCC1 (stereo unspecified)	1	0	2	1	1	0.9	-4	1	8	4
CCc1ccc(OCC(O)CN2CCN(c3ccccc3)CC2)cc1 (stereo unspecified)	1	19	-14	1.1	0.8	0.9	94*	1.1	7	-8
O=C(CN(c1ccc(F)cc1)S(=O)(=O)c1ccc2c(c1)OCCO2)NCC1CCCO1 (stereo unspecified)	0.9	4	-11	1	1	1	29	1	4	-1
O=C(NC(=S)NCCN1CCOCC1)c1ccccc1Br	1	6	-4	1	0.9	1	40	1	2	-3
O=C(Nc1ccc(Cl)c(S(=O)(=O)N2CCOCC2)c1)c1ccccc1-c1ccc(C(F)(F)F)cc1	0.9	10	-10	1.1	0.9	0.9	99*	1	13	3
O=C(Cn1c2ccccc2c(=O)c2ccccc21)N/N=C/c1cc([N+](=O)[O-])ccc1N1CCCCCC1	1.2	9	10	1	0.9	0.9	32	1	12	0
CCCc1nc2sc3ccccc3c(=O)c2c(=O)n1CCOC	1	4	-5	1.1	1	1	-4	1	0	-2
NCCSC1CC(=O)N(Cc2ccc(F)cc2)C1=O (stereo unspecified)	1.1	-1	-36	1.1	1	1	-8	1.1	-3	-6
CCOC(=O)C1(Cc2ccc(OC)cc2)CCN(C(=O)CCN2CCCC2=O)CC1	1	-15	-12	1.1	1.2	1	0	1.1	-1	-6
NC(=O)CSc1nnc(Cc2ccc3c(c2)OCO3)o1	0.9	10	-4	0.8	0.9	1	-7	1	0	0
CCN(CC)C(=O)Cn1cc(C(=O)C(=O)N2CCc3ccccc32)c2ccccc21	1.1	10	1	1	0.9	0.9	4	1	6	-4
CC(C)C[C@H](NC(=O)c1nc[nH]c1C(=O)NC(c1ccccc1)c1ccccc1)C(=O)OC(C)(C)C	0.8	27	-7	0.8	0.7	1.2	33	1.1	-22	-5
CCc1ccc(Oc2nnnn2-c2ccc(C(N)=O)cc2)cc1	1	-4	-8	0.9	1	1	-2	1	-5	-2
CCOC(=O)c1c(NC(=O)c2nn(CC)cc2Br)c(C#N)cn1-c1ccccc1	1	22	-5	0.9	0.8	0.9	4	1	11	0
O=C(O)C1C2C=CC(O2)C1C(=O)Nc1ccc(S(=O)(=O)N2CCc3ccccc32)cc1 (stereo unspecified)	0.9	15	-12	1	0.8	0.9	4	1.1	12	-6
Cc1ccc(/C=N/N2CCN(c3ccc(Cl)cc3)CC2)o1	1	4	-9	1.1	1	1	-5	1	2	-3
O=C(c1cc(-c2ccco2)on1)N1CCN(C(c2ccccc2)c2ccccc2)CC1	0.9	25	-7	0.9	0.7	1	10	1	1	-2
Cc1cc(C(=O)COc2ccc3ccc(=O)oc3c2)c(C)n1Cc1cccs1	1	0	3	1	1	1.1	0	1	-10	-1
Cc1ccc(S(=O)(=O)N2CCOCC2)cc1C(=O)Nc1nc(-c2cccnc2)cs1	0.9	14	-4	1	0.9	1	0	1	3	4
O=C(Cn1ncc2c(=O)oc3ccccc3c21)NCC1COc2ccccc2O1 (stereo unspecified)	0.9	18	-8	0.9	0.8	0.9	-1	1	7	-1
CCN(CC)S(=O)(=O)c1cccc(NC(=O)c2ccc(Br)cc2)c1	0.8	17	-6	0.8	0.8	1.1	-1	1	-7	-1
CC1Cc2cc(-c3csc(NC(=O)Cc4cccs4)n3)ccc2N1S(C)(=O)=O (stereo unspecified)	0.8	31	-19	0.9	0.7	1	46	1	-3	-4
O=C(c1ccc2c3c(cccc13)CC2)C1CCCN(Cc2ccc(OCCO)cc2)C1 (stereo unspecified)	1	-4	-4	1	1	1	88*	1	-2	-3
Cn1ccnc1C(=O)C1CCCN(Cc2cn[nH]c2-c2ccc(-c3ccccc3)cc2)C1 (stereo unspecified)	1	7	-1	1	0.9	1.1	46	1	-6	-3
O=C(CNCC1CCCO1)NCc1ccco1 (stereo unspecified)	1	6	-7	1	0.9	1	-8	1.1	3	-6
Cc1nc(Nc2ccc3c(c2)OCCO3)c2nnn(Cc3ccccc3Cl)c2n1	0.9	29	-9	0.8	0.7	1	17	1.1	3	-5
COc1ccc(CNC(=O)C2CCN(c3nccs3)CC2)cc1	0.9	27	-11	0.9	0.7	1	2	1.1	3	-6
CC(C)CSc1n[nH]c(=S)s1	0.8	42	-5	1.4	0.6	1	-9	1	5	1
CN1CCN(/N=C/c2cccc(Cl)c2Cl)CC1	1	11	-2	1.1	0.9	0.8	8	1	22	-2
CCN(CC)C(=O)Oc1ccc2c(=O)c(-c3ccc(OC)cc3)c(C)oc2c1	0.9	21	-5	0.9	0.8	1	8	1	-1	-1
O=C(c1ccco1)N1CCN(c2ccc(Cl)cc2)CC1	1	12	-15	1	0.9	0.9	-4	1	8	-1
Cc1ccccc1C(=O)NNC(=S)NC(=O)c1cccnc1	0.7	18	-186	1.1	0.8	0.9	0	1	9	-4
COc1ccc(N(CC(=O)NCc2cccs2)S(=O)(=O)c2c(C)n[nH]c2C)cc1	0.9	22	3	0.9	0.8	1.4	-1	1	-40	-4
CC(C)n1c2ccccc2c2nnc(SCC(=O)OCN3C(=O)c4ccccc4C3=O)nc21	1	57*	-8	1	0.4	1	-3	1.1	3	-5

Entries listed so far with an aryl methoxy group (7):
SMILES	PMI act	Diaphorase inh	TNAP inh no acc	PMI act hi M6P	Diaphorase act	bIAP activator	L major viab	TNAP act hiacc	bIAP inhibitor	TNAP inh hiacc
COc1ccc2nc(NCc3ccccc3)[nH]c2c1	0.9	4	-7	1	1	1.5	26	1	-47	0
COc1cccc(C(=O)COc2cccc(NC(=O)c3ccco3)c2)c1	0.9	28	-2	0.8	0.7	0.9	40	1	8	-1
COc1ccccc1NC(=S)NNC(=O)c1c(Cl)c(C)nn1C	1	-6	-14	1	1.1	1.3	-2	1	-29	1
CCOC(=O)C1(Cc2ccc(OC)cc2)CCN(C(=O)CCN2CCCC2=O)CC1	1	-15	-12	1.1	1.2	1	0	1.1	-1	-6
COc1ccc(CNC(=O)C2CCN(c3nccs3)CC2)cc1	0.9	27	-11	0.9	0.7	1	2	1.1	3	-6
CCN(CC)C(=O)Oc1ccc2c(=O)c(-c3ccc(OC)cc3)c(C)oc2c1	0.9	21	-5	0.9	0.8	1	8	1	-1	-1
COc1ccc(N(CC(=O)NCc2cccs2)S(=O)(=O)c2c(C)n[nH]c2C)cc1	0.9	22	3	0.9	0.8	1.4	-1	1	-40	-4

Reprinted at random: 2 records from the list, in no set order.
SMILES	PMI act	Diaphorase inh	TNAP inh no acc	PMI act hi M6P	Diaphorase act	bIAP activator	L major viab	TNAP act hiacc	bIAP inhibitor	TNAP inh hiacc
Cc1ccccc1C(=O)NNC(=S)NC(=O)c1cccnc1	0.7	18	-186	1.1	0.8	0.9	0	1	9	-4
CC(C)n1c2ccccc2c2nnc(SCC(=O)OCN3C(=O)c4ccccc4C3=O)nc21	1	57*	-8	1	0.4	1	-3	1.1	3	-5
